HT1080 viability – HT1080 cell viability loss – fluorescence readout (AID 620); HT1080 viability, fluorescence; higher % means a stronger effect; cytotoxicity, % at 10 µM; hits with a dose series show EC50 in µM; hit rate 0.42% among 87,000;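 also: cells exposed to compound overnight then 4 h with Alamar Blue; 0% = vehicle DMSO and 100% = killing control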
HPDE-C7K KRASV12 – viability loss of HPDE-C7K cells – cell-based, fluorescence, HTS, primary screen (AID 431); HPDE-C7K KRASV12 cells, Alamar Blue viability, 48 h; higher % means a stronger effect; cytotoxicity, % at 10 µM, or EC50 in µM where a hit was titrated; hit rate 1.7% among 63,000;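 active = compounds whose percent cytotoxicity in the single-dose primary screen, scaled between solvent and toxic-drug controls, exceeds 50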;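 also: 0% = DMSO solvent wells and 100% = doxorubicin-treated wells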
HPDE-C7 cytotoxicity – cytotoxicity in HPDE-C7 cells, cell-based, fluorescence, HTS (AID 430); HPDE-C7 pancreatic duct cells viability, fluorescence; higher % means a stronger effect; hit rate 1.8% among 63,000; cytotoxicity, % at 10 µM, or EC50 in µM where a hit was titrated;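 also: cells exposed to compound for 48 hours before viability readout; 0% = vehicle and 100% = reference cytotoxic drug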
DPM-DC inhibit – inhibitors of Streptococcus pneumoniae diphosphomevalonate decarboxylase; purified DPM-DC, PK/LDH coupled NADH fluorescence; calls only at 10 µM; hit rate 0.49% among 65,000;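 active = the 320 compounds with the highest percent inhibition in the single-dose primary screen, excluding strongly autofluorescent ones, cut at about 32% in these data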;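 also: kinetic rate of NADH fluorescence loss reporting ADP formed by the decarboxylase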
PMK inhibit – blocks S. pneumoniae phosphomevalonate kinase | purified PMK, PK/LDH-coupled NADH absorbance 340 nm | hit rate 0.49% among 65,000 | inhibition, % at 10 µM | AID 539;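 active = top-ranked compounds by inhibition in the single 10 µM screen, taking a fixed number of the strongest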;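 also: 0% = full reaction with DMSO carrier and 100% = background rate without enzyme reaction; no value below 0 was filed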
TNAP inhibition – human TNAP enzyme inhibitors, biochemical, luminescent (AID 518); purified TNAP enzyme, luminescent substrate readout; higher % means a stronger effect; inhibition, % at 20 µM, or IC50 in µM where a hit was titrated; hit rate 0.09% among 64,000; in the data active = a potency from the dose series; inactive = the rest, 99 in 100 with inhibition below about 22%;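 also: plate controls were vehicle for no effect and reference inhibitor for full effect; many of its hits are not listed in these tables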
Bfl-1 inhibitors – Bfl-1 inhibitors, primary screen, biochemical, fluorescence polarization, FITC-Bid, mouse (AID 432); hit rate 0.02% among 64,000; FITC-Bid BH3 peptide fluorescence polarization displacement; higher % means a stronger effect; displacement, % at 20 µM; hits with a dose series show IC50 in µM; in the data active = a potency from the dose series; inactive = the rest, 99 in 100 with displacement below about 15%; also: strong numbers were not always called active
Spn MK inh – inhibitors of Streptococcus pneumoniae mevalonate kinase; AID 555; purified MK, PK/LDH-coupled NADH absorbance 340 nm; inhibition, % at 10 µM; hit rate 0.48% among 65,000;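 active = ranked among the strongest by inhibition in the single 10 µM screen, a fixed top-ranked set picked for dose follow-up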; also: no value below 0 was filed
LYP phosphatase – LYP phosphatase inhibitors, primary screen, biochemical, DiFMUP fluorescence, recombinant catalytic domain, 10 µM (AID 606) | 52,000 tested, under 10 active | one-dose inhibition, % at 10 µM; IC50 in µM for titrated hits | recombinant LYP catalytic domain, DiFMUP fluorescence; higher % means a stronger effect;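 active = IC50 under 40 µM in the dose-response test; inactive = IC50 of 40 µM or more, or never dose-tested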
PMK inhibit pilot replicates – also measured in PMK inhibit; calls as there; inhibition, %; measured here: pilot screen replicates
Spn MK inh pilot replicates – also measured in Spn MK inh; calls as there; inhibition, %; measured here: pilot screen replicates
DPM-DC inhibit pilot screen % – further read-out of DPM-DC inhibit, marked with its call; inhibition, %; measured here: pilot screen trials
An asterisk follows results filed as active; i = inactive; · = no result given. Rule as the data show it, unless noted: active = cytotoxicity above about 50%; inactive = the rest.

SMILES | HT1080 viability | HPDE-C7K KRASV12 | HPDE-C7 cytotoxicity | DPM-DC inhibit | PMK inhibit | TNAP inhibition | Bfl-1 inhibitors | Spn MK inh | LYP phosphatase | others
O=C(CCCNS(=O)(=O)c1cccc2nsnc12)NCCc1ccccc1 | -1% | -4% | -11% | i | 17 | 1% | 4% | 6 | 10%
COc1ccccc1N1CCN(S(=O)(=O)c2cn(C)c(=O)n(C)c2=O)CC1 | -9% | 10% | -1% | i | 4 | 1% | -4% | 10 | ·
COC(=O)CSc1nc2cc(C)ccc2cc1C#N | -7% | 15% | 0% | i | 7 | 10% | -2% | 0 | ·
CCn1c(COc2ccccc2)nnc1SCC(=O)Nc1ccc2c(c1)OCCO2 | 4% | 2% | 6% | i | 4 | 6% | -5% | 12 | 4%
CCCCCC1CC(=O)N(Cc2ccc(Cl)cc2)C(=O)N1 (stereo unspecified) | -6% | 3% | 2% | i | 0 | 5% | 0% | 0 | ·
Cn1c(=O)[nH]c(=O)c2c1nc(N(CCO)Cc1ccccc1)n2CCCc1ccccc1 | · | 0% | -6% | i | 1 | 4% | 0% | 14 | ·
Cn1c(SCC(=O)C(C)(C)C)nnc1-c1cccnc1 | 6% | -11% | -6% | i | 0 | -2% | 4% | 6 | -9%
O=C(COC(=O)C12CC3CC(CC(C3)C1)C2)N1CCN(S(=O)(=O)c2ccccc2)CC1 | -4% | 6% | 5% | i | 11 | 6% | 3% | 0 | ·
COc1ccccc1NC(=O)N1CCCC1C(=O)NC1CCCCC1 (stereo unspecified) | -11% | -12% | -25% | i | 14 | 11% | -10% | 0 | -5% | PMK inhibit pilot replicates=8.5;Spn MK inh pilot replicates=0.5;DPM-DC inhibit pilot screen %=1.5
CN(C(=O)COC(=O)CNS(=O)(=O)/C=C/c1ccccc1)C1CCS(=O)(=O)C1 (stereo unspecified) | -6% | -4% | -3% | i | 5 | 3% | -3% | 3 | 0%
Cn1c(=O)c2c(nc(Br)n2CCSc2nc3ccccc3o2)n(C)c1=O | 0% | 5% | 6% | i | 6 | 5% | -3% | 6 | 10%
Cc1nc2ccccc2n1S(=O)(=O)N(C)C | 4% | -5% | -2% | i | 18 | 11% | -5% | 0 | -42%
CC(C)N1C(=O)C2ON(c3ccccc3)C(c3cccs3)C2C1=O (stereo unspecified) | -1% | -19% | -21% | i | 8 | 0% | 4% | 6 | 8%
Clc1ccc2nc(N3CCNCC3)nc(-c3ccccc3)c2c1 | 9% | 4.6µM* | 8µM* | · | 15 | 21% | 0% | 8 | ·
Brc1ccc(-c2nc(-c3ccccc3)no2)o1 | 1% | 11% | -3% | i | 0 | 11% | -9% | 0 | 7%
COc1ccc(Cn2nnnc2C(C(C)C)N(Cc2ccco2)Cc2cccs2)cc1 (stereo unspecified) | -8% | 0% | -8% | i | 9 | 4% | -1% | 5 | 5%
CCOC(=O)CCn1cc(F)c(=O)n(Cc2ccccc2)c1=O | -8% | 1% | 0% | i | 6 | 9% | -8% | 7 | -6%
CCCn1nnnc1SCC(=O)NCc1ccccc1 | -6% | -10% | -24% | i | 14 | 6% | -7% | 6 | 8%
c1ccc(-c2ccccc2OCCn2cncn2)cc1 | -8% | 14% | 5% | i | 7 | 19% | -6% | 6 | 10% | PMK inhibit pilot replicates=2.5;Spn MK inh pilot replicates=0.0;DPM-DC inhibit pilot screen %=0.0
COc1cccc(OCC(O)CN(CCO)Cc2ccccc2)c1 (stereo unspecified) | -3% | 2% | 3% | i | 16 | 2% | 5% | 8 | 7%
CC(=O)Nc1ccc(Nc2ncnc3c2cnn3-c2cccc(C)c2)cc1 | 11% | 10% | 7% | i | 7 | 6% | -5% | 13 | -9%
O=C(Cn1nnc2ccccc2c1=O)N1CCCc2ccccc21 | 5% | -13% | -11% | i | 7 | 4% | 0% | 4 | 11%
COC(=O)c1[nH]c2cccc(OC)c2c1NC(=O)CCN1CC(C)CC(C)C1 (stereo unspecified) | 19% | -1% | -8% | i | 9 | 4% | 3% | 9 | 10%
O=S(=O)(Nc1nc2ccccc2nc1NCC1CCCO1)c1cccs1 (stereo unspecified) | 39% | 3% | -2% | i | 14 | 14% | 2% | 12 | ·
CSc1nc(NC(C)C)nc(N2CCOCC2)n1 | 3% | -12% | -8% | i | 5 | 6% | -14% | 9 | -9%
O=C(C1CCN(S(=O)(=O)c2cccs2)CC1)N1CCc2ccccc2C1 | -4% | -10% | -13% | i | 8 | 1% | -3% | 1 | -7%
CCOC(=O)C1CCN(C(=O)COc2ccc(Cl)cc2Cl)CC1 | 10% | 0% | 2% | i | 13 | 8% | 7% | 6 | 16% | PMK inhibit pilot replicates=3.0;Spn MK inh pilot replicates=1.5;DPM-DC inhibit pilot screen %=0.0
c1ccc2c3c([nH]c2c1)-c1[nH]ncc1CC3 | 26% | 50%* | 43% | i | 6 | 12% | -3% | 10 | ·
CC(=O)c1cc(-c2ccccc2)n(CCC(=O)NCc2cccs2)c1C | 9% | -25% | -24% | i | 18 | 0% | -21% | 1 | -1%
O=C(Cn1ncc2c(=O)oc3ccccc3c21)NCC1CCCO1 (stereo unspecified) | 1% | -6% | 0% | i | 6 | 15% | 1% | 5 | 9% | PMK inhibit pilot replicates=0.0;Spn MK inh pilot replicates=0.0;DPM-DC inhibit pilot screen %=0.0
O=C(c1cccnc1)N1C2CCC1CC(O)(c1ccc(F)cc1)C2 (stereo unspecified) | 1% | 1% | -9% | i | 17 | 10% | 5% | 7 | ·
CS(=O)(=O)c1ccc(Cl)c(C(=O)O)c1 | 5% | 7% | 9% | i | 18 | 8% | -8% | 8 | -1%
O=C(NCCN1CCOCC1)c1cc(-c2ccco2)on1 | -6% | 2% | -5% | i | 6 | 6% | -1% | 3 | ·
C=CCOC(=O)CCC(=O)Nc1cccc2ccccc12 | -9% | -23% | -14% | i | 11 | -7% | -4% | 1 | ·
Cc1nn(C)cc1CNC(=O)Nc1ccc(Br)cc1Cl | 2% | -2% | -4% | i | 0 | 9% | -5% | 11 | 7%
COc1ccc(-n2nnnc2SCC(=O)c2cc3ccccc3o2)cc1 | 32% | -6% | -1% | i | 10 | 19% | -1% | 0 | 16%
COc1ccc(CNC(=O)C(NS(=O)(=O)c2ccc3c(c2)CCCN3C(C)=O)C(C)C)cc1 (stereo unspecified) | -5% | 3% | -10% | i | 10 | 12% | -7% | 9 | -5%
COc1ccc(C(=O)N2CCN(S(=O)(=O)c3ccccc3)CC2)c(OC)c1 | 2% | -9% | 2% | i | 5 | 6% | -10% | 6 | 11%
COc1ccccc1C(=O)Nc1ccc(S(=O)(=O)N2CCOCC2)cc1 | -9% | 6% | -18% | i | 5 | 3% | 2% | 4 | 7% | PMK inhibit pilot replicates=1.0;Spn MK inh pilot replicates=3.0;DPM-DC inhibit pilot screen %=1.0
Cc1ccc(-n2nc(C)c3c2OC(N)=C(C#N)C3c2ccco2)cc1 (stereo unspecified) | 1% | 4% | 4% | i | 3 | 4% | -11% | 6 | -5%
O=c1nc2n(c3sc4c(c13)CCC4)Cc1ccccc1-2 | 3% | -2% | -8% | · | 11 | 12% | -9% | 7 | ·
O=C(O)c1ccc2c(c1)N(Cc1ccccc1)C(=O)c1ccccc1S2=O (stereo unspecified) | · | -3% | 0% | i | 0 | 5% | -1% | 6 | 7%
Cc1noc(/C=C/N(C)C)c1S(=O)(=O)N1CCCC(C(=O)NCc2ccc(Cl)cc2)C1 (stereo unspecified) | -5% | 39% | 46% | i | 8 | 13% | -6% | 0 | 2%
COc1ccc(NC(=O)C2CC2)cc1-n1cnnn1 | 1% | -12% | -11% | i | 2 | -1% | -2% | 5 | ·
O=C(NC1CCCC1)C1CCCN1C(=O)Nc1ccccc1 (stereo unspecified) | 29% | -8% | -2% | i | 14 | 5% | -10% | 0 | 3%
O=C1c2ccccc2C(=O)N1Cc1nc(-c2ccccn2)no1 | 5% | -1% | 2% | i | 0 | 0% | 0% | 2 | 4%
O=C(CCC1CCCCC1)Nc1c2c(nn1-c1ccc(F)cc1)CS(=O)C2 (stereo unspecified) | 3% | 0% | -9% | i | 17 | 4% | 2% | 11 | 4%
CCOCCCn1c(C)nc2c(c1=O)c1nc3ccccc3nc1n2CCC1=CCCCC1 | -7% | · | · | i | 10 | 13% | 3% | 6 | 20%
CCCCC(=O)Nc1ccc(C(=O)Nc2ccc(S(=O)(=O)N3CCCC3)cc2)cc1 | 0% | · | · | i | 2 | 4% | -6% | 6 | -1%
Cc1cc(C)nc(NS(=O)(=O)c2ccc(Br)cc2)n1 | 2% | 2% | 1% | i | 6 | -2% | -1% | 0 | 9%
CCN(CC)C(=O)C(C)OC(=O)c1ccc(O)cc1 (stereo unspecified) | · | 7% | -6% | i | 1 | 6% | 5% | 5 | ·
Cn1c(CCNC(=O)c2ccco2)nc2cc(NS(=O)(=O)c3ccccc3)ccc21 | -6% | · | · | i | 13 | 5% | -3% | 4 | -6%
O=C(Cc1cn2ccsc2n1)Nc1ccccn1 | 12% | -8% | -18% | i | 0 | 16% | 7% | 6 | ·
Cn1c(SCc2c(F)cccc2Cl)nnc1-c1cccs1 | -2% | -14% | -3% | i | 3 | 9% | -4% | 11 | 3% | PMK inhibit pilot replicates=0.0;Spn MK inh pilot replicates=0.5;DPM-DC inhibit pilot screen %=2.5
CC(C)Sc1nnc(-c2c[nH]c3ccccc23)n1C | 11% | 5% | 3% | i | 0 | 10% | -5% | 6 | 11%
CN(CCNC(=O)c1cccc(N2CCCC2=O)c1)Cc1ccccc1 | · | 9% | 0% | i | 17 | 4% | -8% | 0 | ·
CCOc1ccc(C2C=C(c3ccccc3)Nc3ncnn32)cc1 (stereo unspecified) | 4% | -24% | -15% | · | 8 | 14% | -3% | 10 | -7%
COC(=O)c1cc2nc(-c3ccccc3)cc(C)n2n1 | -1% | 12% | 2% | · | 0 | -2% | -8% | 13 | 5%
O=c1oc(-c2cccs2)nc2scc(-c3cccs3)c12 | -1% | -10% | -5% | i | 0 | 8% | -2% | 0 | -11%
C=CCn1c(N)nc2ccccc21 | 2% | -10% | -4% | i | 16 | 17% | -9% | 0 | 6%
CC(C)C(C(=O)NCC1CCCO1)N(Cc1ccco1)C(=O)CNS(=O)(=O)c1ccc(F)cc1 (stereo unspecified) | 1% | 6% | 1% | i | 27* | 10% | -1% | 6 | ·

Some of these compounds in order of number of heavy atoms, descending.
SMILES | HT1080 viability | HPDE-C7K KRASV12 | HPDE-C7 cytotoxicity | DPM-DC inhibit | PMK inhibit | TNAP inhibition | Bfl-1 inhibitors | Spn MK inh | LYP phosphatase | others
CCOCCCn1c(C)nc2c(c1=O)c1nc3ccccc3nc1n2CCC1=CCCCC1 | -7% | · | · | i | 10 | 13% | 3% | 6 | 20%
CCCCC(=O)Nc1ccc(C(=O)Nc2ccc(S(=O)(=O)N3CCCC3)cc2)cc1 | 0% | · | · | i | 2 | 4% | -6% | 6 | -1%
COC(=O)c1cc2nc(-c3ccccc3)cc(C)n2n1 | -1% | 12% | 2% | · | 0 | -2% | -8% | 13 | 5%

Assay outcomes: PubChem BioAssay, several laboratories
